AI-2 QS mod: modulators of Vibrio harveyi AI-2 quorum sensing system | Vibrio harveyi JMH597 AI-2 luminescence/OD600 ratio, 9 h; stronger effect = lower value; strain lacks LuxN and CqsS sensors; 0 = neutral-control median | activity change, % at 7.5 µM | 0.4% of 300,000 active; in the data active = activity change below about -75%, passing the limit was not always enough;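 note: luminescence divided by OD600 gain over 9 h not by final OD600 alone; inactives centre near 13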
aSyn 5UTR inh: 5' untranslated region of α-synuclein, MLPCN primary screen. 0.82% of 300,000 active. inhibition, % (tested at 7.5 µM). AID 1813. alpha-synuclein 5'UTR reporter, inhibitor activity; in the data active = inhibition above about 60%;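 note: H4 neuroglioblastoma cells stably carrying SNCA 5'UTR luciferase fusion; 0% = DMSO wells and 100% = positive control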
KLF5 inhibitor: kruppel-like factor 5 inhibition; DLD-1 KLF5 promoter-luciferase reporter, luminescence; inhibition, % at 5 µM; 0.23% of 290,000 active;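 active = inhibition above a per-plate limit of that plate's mean compound inhibition plus 3 SD, cut at about 60% in these data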;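 note: 0% = DMSO wells and 100% = LY294002 at 200 µM; higher means less KLF5 promoter-driven luciferase light; inactives centre near -14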
HIF act: HIF pathway transcriptional activation | U2OS HRE-luciferase reporter, luminescence; normalized: DMSO 0%, desferrioxamine 100% | activation, % at 7.5 µM (by protocol) | 0.32% of 300,000 active | AID 1910;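 active = mean activation of at least 10% of the iron chelator positive control signal, with at least half of replicates also reaching 10%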
HSF1 activator: increases HSF-1 driven luciferase reporter signal; NIH3T3-HGL HSF-1 luciferase reporter, MG132, 8 h; 100% = twice DMSO control signal; activation, % at 9 µM; 1.7% of 300,000 active; AID 504408;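 active = mean replicate activation of at least 50% with a set share of replicates each reaching 50%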;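 note: 0% = median of the neutral control wells and 100% = twice that signal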
Platelet DG rel: platelet dense granule release activity; inhibition, %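 (compounds screened at 7.5 µM in platelet-rich plasma)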; 0.22% of 300,000 active; AID 1663; human platelet-rich plasma, SFLLRN dense granule ATP release, luminescence;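 active = mean replicate score, as percent of positive control, at or above 50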
HSP90 refold inh: inhibitors of HSP90 luciferase refolding in rabbit reticulocyte lysate. 0.91% of 290,000 active. inhibition, % at 5.6 µM. luciferase refolding luminescence, 3 h. AID 1789;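 active = inhibition above the screen-wide mean plus 3 SD, computed separately per campaign, cut at about 16% in these data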;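 note: 0% = DMSO wells and 100% = 60 µM geldanamycin wells; inhibitors lower the luminescence because luciferase stays unfolded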
IEC-6 tox: counter-screen for KLF5 inhibitors: cytotoxicity in IEC-6 cells; IEC-6 cytotoxicity, luminescence viability; inhibition, % at 5 µM; 0.78% of 290,000 active; AID 1825; in the data active = inhibition above about 22%;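 note: 0% = plate median of test compound wells and 100% = cytotoxic reference compound wells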
HSF1 inhib: HSF1 inhibition; 0.77% of 300,000 active; AID 2098; NIH3T3-HGL HSE-luciferase, MG132-induced, luminescence 8 h; stronger effect = lower value; activity change, negative = inhibition, % at 7.5 µM (by protocol);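 active = more than half of replicate wells show activity change below -50%, luminescence cut by over half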;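 note: luciferase reports HSF-1 transcriptional activity via heat shock element; 0% = median of DMSO wells and -100% = zero luminescence signal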
SKKanGAS inh: inhibitors of SKKanGAS S. pyogenes growth in kanamycin (SK-promoter or general growth effect). BacTiter-Glo, 6 h. 1.3% of 300,000 active. inhibition, % at 7.5 µM;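 active = mean replicate score, as percent of positive control median, at least 50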;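 note: strain carries kanamycin resistance gene driven by streptokinase promoter and grows in 40 µg/ml kanamycin; loss of luminescence reflects streptokinase promoter inhibition or plain growth inhibition; 0% = median of DMSO wells and 100% = positive control at its reference dose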
The depositor's hits bear a star; . = not tested or not shown.

SMILES	AI-2 QS mod	aSyn 5UTR inh	KLF5 inhibitor	HIF act	HSF1 activator	Platelet DG rel	HSP90 refold inh	IEC-6 tox	HSF1 inhib	SKKanGAS inh
COc1ccc(-c2ccc(SCC(=O)NC3CCCCC3)nn2)cc1OC	22	-4	-8	1.0	1	-40	0	-3	1	-1
CC1Cc2ccccc2N1C(=O)CSc1nn2c(=O)c(C(C)(C)C)nnc2s1 (stereo not given)	10	-6	3	0.0	4	-5	4	6	3	5
CN(C)c1ccc(C(CNC(=O)COc2ccc(Cl)cc2)N2CCCC2)cc1 (stereo not given)	47	5	13	-0.5	3	-5	0	4	4	-9
CN(C)c1ccc(C=Nc2ccc(N(C)C)cc2)cc1	47	-10	-4	0.7	2	-13	2	-1	-2	-7
COC(=O)c1c(NC(=O)C(C)(C)C)sc2c1C(C(=O)OC)CC2 (stereo not given)	15	4	12	-2.1	-1	-2	-4	-3	2	6
COc1ccccc1-c1nnc(NC(=O)c2ccc(S(=O)(=O)N3CCCC3)cc2)o1	0	12	20	-0.8	0	-5	5	22*	-5	10
O=C(O)C1CC=CCC1C(=O)Nc1ccccc1Cl (stereo not given)	10	-4	-8	-0.2	-23	4	0	-1	-6	0
COc1cc(Cl)cc(C=O)c1OCC(=O)O	7	6	-22	-0.3	2	1	2	2	1	6
Brc1ccc(OCCCCN2CCCCC2)cc1	2	-1	-34	-21	8	-8	-1	1	-6	-4
COC(=O)c1ccccc1Oc1c(F)c(F)nc(N2CCOCC2)c1F	11	27	-12	0.1	2	5	-3	0	7	1
CC(C)(C)OC(=O)NC(Cc1ccccc1)C(=O)NC(CSC1CCCCO1)C(=O)NN (stereo not given)	17	-3	1	-4.1	22	6	1	-3	-1	-1
NC(=O)c1oc2ccccc2c1NC(=O)CCc1ccccc1	10	4	-28	0.1	0	-29	0	0	1	-8
CCC(c1nnc(SCC(=O)Nc2ccc(C(C)=O)cc2)n1C1CCCCC1)N(C)C (stereo not given)	14	5	-14	0.0	11	5	-4	-3	0	3
CC(=O)Nc1nnc(CCS(=O)(=O)c2ccc(C)c(C)c2)s1	16	-39	-8	-0.3	-3	1	5	4	-1	5
CS(=O)(=O)N(CC(=O)NCc1cccnc1)C1CCCCC1	13	-2	-10	0.1	22	3	-1	-1	5	2
Cc1ccc(NC(=O)Nn2cnnc2)cc1	-3	2	-1	0.0	-12	4	0	3	-5	0
COc1ccc(CN2C(=O)c3cccnc3C2=O)cc1S(=O)(=O)N1CCOc2ccc(C)cc21	19	13	-25	-1.4	-3	3	2	-2	1	-8
COc1ccc(-c2nc3ncccn3c2Br)cc1	21	-148	-81	3.7	28	-9	-2	2	13	4
O=C(COC(=O)CNS(=O)(=O)c1cccc(Br)c1)Nc1ccccc1Sc1ccccc1	45	6	-26	-0.8	-2	4	2	-4	-1	-1
Cc1ccc(NC(=O)CC2(CC(=O)O)CCCC2)c(C)c1	26	-8	-11	-0.9	-6	2	-3	4	-6	-1

Just HSF1 inhib, KLF5 inhibitor and aSyn 5UTR inh, for some of the entries so far:
SMILES,HSF1 inhib,KLF5 inhibitor,aSyn 5UTR inh
Cc1ccc(NC(=O)Nn2cnnc2)cc1,-5,-1,2
COc1cc(Cl)cc(C=O)c1OCC(=O)O,1,-22,6
CN(C)c1ccc(C=Nc2ccc(N(C)C)cc2)cc1,-2,-4,-10

The list continues:
SMILES	AI-2 QS mod	aSyn 5UTR inh	KLF5 inhibitor	HIF act	HSF1 activator	Platelet DG rel	HSP90 refold inh	IEC-6 tox	HSF1 inhib	SKKanGAS inh
Nc1cc(C(F)(F)F)cc2c1SCC(=O)N2	9	-8	2	0.0	-8	-2	-4	1	-3	-7
N#C/C(=C/c1ccc(Sc2nc3ccccc3[nH]2)o1)c1cccc(F)c1	10	-39	5	-0.2	32	-11	10	10	22	-1
O=C(Cn1nnc(-c2ccccc2Cl)n1)N/N=C/c1ccc2c(c1)OCO2	14	0	-19	-0.5	15	1	-1	1	-2	-2
O=C(O)CC(NC(=O)Nc1ccccc1)c1ccc(OC2CCCC2)cc1 (stereo not given)	21	-8	-4	0.3	-10	-1	0	3	-1	-18
CCCCNc1nc(CC)c2c(c1C#N)CCCC2	14	-3	-17	-0.3	3	3	6	1	-6	35
COc1ccc(O)c(-c2cc(-c3ccc(F)cc3)n[nH]2)c1	-11	-121	-138	2.7	16	2	2	1	12	-4
Cc1nn(-c2ccccn2)c2nc(-c3cccs3)cc(C(=O)NCc3ccco3)c12	23	-55	-1	0.7	3	21	-2	-4	8	11
CCOC(=O)CSc1nc(Nc2ccc3c(c2)OCO3)c2ccccc2n1	9	-20	-21	0.2	-1	-2	0	-2	-9	8
CC1CN(c2ccc([N+](=O)[O-])c(NCCOc3ccc(Cl)cc3)c2)CC(C)N1 (stereo not given)	4	104*	-16	0.8	18	0	2	-2	15	13
CCn1c(COc2cccc(OC)c2)nnc1SCC(=O)Nc1cccc(OC)c1	21	-5	10	0.2	38	-6	-1	-2	3	0
COc1ccc(N(CC(=O)Nc2ccc3c(c2)OCCO3)S(=O)(=O)c2c(C)noc2C)cc1	-3	-2	-16	0.1	1	-1	2	0	-14	7
CCn1ncc(Br)c1C(=O)Nc1ccc(F)cc1F	5	16	1	.	47	-6	0	8	17	-4
Cc1cc(=O)n2nc(N3CCCC(C(=O)NCCC4=CCCCC4)C3)sc2n1 (stereo not given)	16	19	-9	-0.5	2	-1	1	5	1	-4
CCN(CC(=O)Nc1ccccc1C(F)(F)F)C(=O)CCc1nc2sc3c(c2c(=O)[nH]1)CCCC3	33	-1	.	-0.1	-7	11	.	.	0	-4
O=C(CN(Cc1cccs1)C(=O)CN1C(=O)COc2ccccc21)NCc1ccco1	32	-1	-14	-0.3	8	-3	-2	3	-3	-12
Cc1[nH]c(=O)[nH]c(=O)c1S(=O)(=O)N1CCCC(C(=O)NCCC2=CCCCC2)C1 (stereo not given)	18	-24	-23	0.1	-1	10	-2	0	2	7
C=CCN1C(=O)/C(=C\c2ccc(C)cc2)N=C1SCC(=O)NCCC	7	-13	-29	-0.3	17	-9	-1	1	0	-12
Cc1nn(C(C)C(=O)NCCCN2CCCCCC2)c(=O)c2cc3sccc3n12 (stereo not given)	15	10	-14	-0.7	5	-4	-5	3	-1	4
CC(NCCC(Cc1ccccc1)c1ccco1)c1ccccc1 (stereo not given)	9	-44	-4	-0.1	30	1	0	3	7	-3
CC(C)(C)NCCOCCOc1ccccc1-c1ccccc1	5	6	2	-1.3	0	-16	4	-2	1	-3
COc1ccc(-c2cc(C(F)(F)F)n3nc(C(=O)N4CCOCC4)c(Cl)c3n2)cc1	9	33	-12	-0.4	-9	19	1	4	-3	3
O=C1c2ccccc2NC(c2ccccc2O)N1O (stereo not given)	49	-9	-36	-10	-1	-3	-1	-4	6	-1
CCCOc1ccc(/C=N/NC(=O)c2ccc(Cn3cc([N+](=O)[O-])cn3)o2)cc1	6	-23	-12	0.5	-2	6	0	7	4	1
Cc1ccccc1-n1nnnc1SC(C)C(=O)Nc1ccc(N2CCN(C)CC2)cc1 (stereo not given)	14	-37	-18	0.2	-15	1	-3	9	4	-2
CCOc1ccc(N(CC(=O)Nc2c(C)n(C)n(-c3ccccc3)c2=O)S(=O)(=O)c2ccc(F)cc2)cc1	12	23	-17	-0.7	-10	17	-2	-3	-3	3
COc1ccc(NC(=O)c2ccccc2Oc2ccccc2)cc1	-10	-4	-16	-0.9	-1	-3	3	-1	-2	-4
CCSc1nnc(NC(=O)Nc2cccc(C)c2)s1	4	-143	-35	1.5	28	-8	1	3	27	5
COc1ccc(NC(=O)CSc2nc3nc(-c4cccs4)cc(C(F)(F)F)c3c(=O)[nH]2)c(OC)c1	28	11	-9	0.5	1	-9	0	-4	1	54*
Cc1cccc(N2CCN(C(=O)COc3ccc4c(C)cc(=O)oc4c3C)CC2)c1C	7	-4	-9	-0.1	-1	31	2	8	5	23
COCCNC(=S)NN=C1CCCCC1	8	32	-24	-0.1	0	2	1	3	-3	2
CCOc1ccc(CNc2nc3ccccc3n2C)cc1	35	-125	-108	-2.8	29	-1	3	-3	30	2
C=CCN(c1ccccc1)S(=O)(=O)c1ccc(Cl)c(C(=O)OCC(=O)NCCCN2CCCC2=O)c1	-1	-1	-34	-0.4	0	-2	0	-5	9	-7
CC(=O)N1CCOc2ccc(S(=O)(=O)NCc3ccc(C)cc3)cc21	.	2	-22	0.6	-4	5	-1	-2	-6	-4
CCCc1nc2c(s1)CCc1onc(-c3ccc(OC)cc3)c1-2	8	-31	.	0.3	11	-1	.	.	7	12
Cc1csc(NC(=O)Cn2nc(C)c([N+](=O)[O-])c2C)n1	-7	-6	13	-0.2	-7	5	-1	-6	-3	1
COc1ccc(C)cc1NC(=O)C1CCN(C(=O)Cc2ccccc2)CC1	-9	-15	1	0.8	7	-24	1	2	2	-9
CCc1ccc(CN2CCCC(CNS(=O)(=O)c3ccc(OC)cc3)C2)cc1 (stereo not given)	14	0	-14	-0.5	-2	2	4	2	6	1
COc1ccc(/C(O)=C2\C(=O)C(=O)N(c3cc(C)on3)C2c2ccccc2OC)cc1 (stereo not given)	-2	6	-6	-32	4	1	0	-3	-1	1
Cc1ccc(C(=O)N(CC(=O)NC2CCCC2)c2ccccc2C)s1	-5	2	4	-0.9	-12	-4	0	-10	-1	1
CN(Cc1cnn(C)c1)C(=O)C1CCC(=O)N(Cc2cccc(F)c2)C1 (stereo not given)	16	16	-4	1.4	1	-1	3	-3	-6	5
CN(CC(=O)Nc1ccccc1Cl)C(=O)COC(=O)C1=COCCO1	3	-15	.	0.1	8	1	.	.	2	-2
CCN(CC)CCNC(=O)c1cc(-c2ccco2)nc2ccccc12	31	-1	-30	-0.3	2	8	1	6	-1	-1
O=C(Nc1ccc2ccccc2c1)N1CCN(c2ncccc2C(F)(F)F)CC1	20	-22	3	-0.2	0	3	6	11	-1	-1
Cc1oc(-c2ccc(Cl)cc2)nc1CS(=O)CC(=O)NCCCN1CCOCC1 (stereo not given)	10	-6	0	-0.6	4	-1	-4	-3	-5	-1
COc1ccccc1CNS(=O)(=O)c1ccc(NC(C)=O)cc1	10	9	-13	0.1	2	8	-1	-1	-10	-9
Cc1cc(OCC(=O)Nc2ccc(CN3CCOCC3)cc2)c2c(C)c(C)c(=O)oc2c1	15	-51	-26	0.2	18	-9	-5	3	12	1
Cc1ccc(S(=O)(=O)N(CC(=O)N2CCc3ccccc3C2)c2ccc(Cl)c(Cl)c2)cc1	12	23	-35	-0.2	-91	-1	-1	-9	-88*	40
CC(C)C(c1nnnn1CCc1ccccc1)N1CCOCC1 (stereo not given)	2	4	-7	1.4	-17	-2	-3	3	-7	-1
O=C(CC(=O)Nc1ccccc1C(F)(F)F)Nc1ccccc1C(F)(F)F	15	3	-11	-1.0	6	-1	-2	0	-5	0
COc1ccc2ccccc2c1CNC(C)c1ccccc1 (stereo not given)	26	-1	-9	0.2	14	2	2	1	1	1
Cc1cnn(-c2nc(-c3ccccc3)cc(-c3ccccc3)n2)c1	23	33	-29	-0.3	-4	6	7	-3	3	76*
O=C(NC1CCCCC1)NC1CCN(S(=O)(=O)c2ccc3c(c2)OCCO3)CC1	-7	-1	-14	0.1	15	-7	-1	0	0	-12

Screening data (PubChem)
